Screening results (PubChem BioAssay)
Mtb BioA inh = inhibitors of Mycobacterium tuberculosis BioA enzyme; AID 602481; inhibition, % at 9.99 µM; 360,000 compounds, 0.096% hits; purified M. tuberculosis BioA enzyme, plate reader; in the data active means inhibition above about 40%
* marks the source's active call; other numbers are inactive results. Some of the compounds tested; count on the stated rates, not on these rows.

SMILES | Mtb BioA inh
CC(=O)N1[C@H](CO)[C@@H]2c3ccccc3N(S(=O)(=O)c3cccc(C)c3)C[C@@H]21 | 1.2
N#Cc1ccc(-c2ccc([C@@H]3[C@H]4CN(C(=O)Cc5ccccc5)CCCCN4[C@H]3CO)cc2)cc1 | 6.1
CCS(=O)(=O)Nc1ccc2c(c1)C(=O)N(C)[C@H]1CC[C@@H](CC(=O)NCCCN3CCOCC3)O[C@H]1CO2 | -0.2
Cc1noc(C)c1NC(=O)N(C)C[C@@H]1Oc2c(NC(=O)Nc3ccc4c(c3)OCO4)cccc2C(=O)N([C@H](C)CO)C[C@@H]1C | -1.5
C[C@H]1CN([C@@H](C)CO)C(=O)Cc2cc(NC(=O)CCCN(C)C)ccc2O[C@@H]1CN(C)S(=O)(=O)c1ccccc1 | 0.0
O=S(=O)(c1cccs1)N1CCCCN2[C@H](CO)[C@H](c3ccc(C4=CCCC4)cc3)[C@@H]2C1 | -3.1
CN(C)C(=O)c1cccc(-c2ccc3n(c2=O)C[C@H]2[C@H](CO)[C@@H](C(=O)NCC(F)(F)F)[C@@H]3N2C)c1 | -0.7
Cc1ccc(S(=O)(=O)N(C)C[C@H]2OCCCC[C@H](C)Oc3ccc(NC(=O)C4CCCCC4)cc3C(=O)N([C@@H](C)CO)C[C@@H]2C)cc1 | -1.3
C[C@H](CO)N1C[C@H](C)[C@@H](CN(C)C(=O)Nc2cccc3ccccc23)OCCCC[C@H](C)Oc2ccc(NC(=O)Nc3ccc(C(F)(F)F)cc3)cc2C1=O | -0.9
CCCNC(=O)C[C@H]1CC[C@H]2[C@H](COc3ccc(NS(=O)(=O)CC)cc3C(=O)N2C)O1 | -4.2
C[C@H](CO)N1C[C@H](C)[C@H](CN(C)C(=O)NC2CCCCC2)Oc2c(NS(=O)(=O)c3cn(C)cn3)cccc2C1=O | 0.5
COc1ccc(S(=O)(=O)Nc2ccc3c(c2)C(=O)N([C@H](C)CO)C[C@@H](C)[C@H](CN(C)S(=O)(=O)c2ccc(C)cc2)OCCCC[C@H](C)O3)cc1 | -0.9
CCCNC(=O)N1C[C@@H](O)COC[C@@H]2O[C@@H](CC(=O)O)CC[C@H]21 | 1.6
O=C(C[C@@H]1CC[C@@H]2[C@H](COC[C@@H](O)CN2S(=O)(=O)c2ccc(Cl)cc2)O1)N[C@@H]1CCN(Cc2ccccc2)C1 | 1.1
COc1ccc(S(=O)(=O)Nc2cccc3c2O[C@@H](CN(C)S(=O)(=O)c2ccc(Cl)cc2)[C@H](C)CN([C@@H](C)CO)C3=O)cc1 | -1.7
COC(=O)C[C@@H]1CC[C@H]2[C@H](COc3ccc(NC(=O)Nc4c(C)noc4C)cc3C(=O)N2C)O1 | -1.7
C[C@@H]1CN([C@@H](C)CO)C(=O)c2cc(-c3cccc(C(=O)N(C)C)c3)cnc2O[C@@H]1CN(C)S(=O)(=O)c1cccc(F)c1 | -1.7
O=C(C[C@@H]1C[C@H]2c3cc(NS(=O)(=O)c4ccc(F)cc4)ccc3O[C@H]2[C@@H](CO)O1)NCCN1CCCCC1 | 1.9
CCNC(=O)C[C@H]1CC[C@@H]2[C@H](COc3ccc(NC(=O)c4ccc5c(c4)OCO5)cc3C(=O)N2C)O1 | 4.9
Cc1noc(C)c1NC(=O)N(C)C[C@H]1Oc2ccc(NC(=O)Cc3cn(C)c4ccccc34)cc2CC(=O)N([C@@H](C)CO)C[C@@H]1C | -2.4
COCC(=O)Nc1ccc2c(c1)OC[C@@H](C)N(C(=O)c1ccncc1)C[C@H](C)[C@@H](OC)CN(C)C2=O | -2.0
CCC(=O)N(C)C[C@@H]1Oc2ncc(C#CCC(C)C)cc2C(=O)N([C@H](C)CO)C[C@H]1C | 1.0
COc1ccc(NC(=O)Nc2ccc3c(c2)CC(=O)N([C@H](C)CO)C[C@H](C)[C@@H](CN(C)C(=O)Nc2ccc(C(F)(F)F)cc2)O3)cc1 | -0.6
Cc1noc(C)c1NC(=O)N(C)C[C@H]1Oc2ccc(NC(=O)NC3CCCCC3)cc2C(=O)N([C@@H](C)CO)C[C@@H]1C | -2.5
COc1ccccc1-c1cnc2c(c1)C(=O)N([C@@H](C)CO)C[C@@H](C)[C@H](CN(C)CC1CCOCC1)O2 | 0.6

(listing goes on)
SMILES | Mtb BioA inh
C[C@H]1CN([C@@H](C)CO)C(=O)c2cccc(NC(=O)c3cnccn3)c2O[C@H]1CN(C)Cc1ccc(Oc2ccccc2)cc1 | -1.9
C[C@H]1CN([C@@H](C)CO)C(=O)c2cc(-c3ccc(F)cc3)cnc2O[C@H]1CN(C)C(=O)CN(C)C | 3.2
C[C@H]1CN([C@@H](C)CO)S(=O)(=O)c2ccc(C3=CCCC3)cc2O[C@@H]1CN(C)C(=O)Cc1ccncc1 | -3.9
C[C@@H]1CN([C@H](C)CO)C(=O)Cc2cc(NC(=O)CCC(F)(F)F)ccc2O[C@H]1CN(C)Cc1ccc(C(F)(F)F)cc1 | 4.3
COc1ccccc1-c1cnc2c(c1)C(=O)N([C@H](C)CO)C[C@H](C)[C@H](CN(C)Cc1ccc(F)cc1)O2 | 2.3
Cc1cc(C(=O)Nc2cccc3c2O[C@@H](CN(C)C)[C@@H](C)CN([C@@H](C)CO)C3=O)n(C)n1 | 1.7
COc1ccc(NC(=O)N2C[C@@H](O)COC[C@@H]3O[C@@H](CC(=O)N4CCN(C)CC4)CC[C@H]32)cc1 | -2.7
COc1cccc(S(=O)(=O)N(C)C[C@H]2Oc3cc(C4=CCCCC4)ccc3S(=O)(=O)N([C@H](C)CO)C[C@@H]2C)c1 | -0.7
Cc1cc(C(=O)Nc2cccc3c2O[C@@H](CN(C)Cc2ccncc2)[C@@H](C)CN([C@H](C)CO)C3=O)n(C)n1 | -3.5
CCC(=O)N1[C@H](C(=O)NCc2ccc(F)cc2)[C@@H](CO)[C@@H]2Cn3c(ccc(C4=CCCC4)c3=O)[C@@H]21 | -0.5
COC(=O)C[C@H]1CC[C@H]2[C@H](COc3ccc(NC(=O)Nc4ccc(C#N)cc4)cc3C(=O)N2C)O1 | -2.4
CO[C@H]1CN(C)C(=O)c2cc(NC(=O)c3ccccc3)ccc2OC[C@@H](C)N(C)C[C@H]1C | -3.6
CC(=O)N1CCCCN2[C@H](CO)[C@H](c3ccc(-c4ccc(C)cc4)cc3)[C@@H]2C1 | 0.4
CC=Cc1ccc2n(c1=O)C[C@H]1[C@H](CO)[C@@H](C(=O)Nc3ccccc3)N(CC3CCCC3)[C@@H]21 (mixture of isomers) | -0.3
CC(C)C#Cc1ccc2c(c1)O[C@@H](CN(C)C(=O)CC1CC1)[C@@H](C)CN([C@H](C)CO)S2(=O)=O | 12.0
CC(C)C#Cc1cnc2c(c1)C(=O)N([C@@H](C)CO)C[C@@H](C)[C@@H](CN(C)Cc1ccccc1)O2 | 0.2
Cn1cnc(S(=O)(=O)N2C[C@@H](O)COC[C@H]3O[C@@H](CC(=O)N4CCN(c5ccccc5)CC4)CC[C@@H]32)c1 | -2.4
C[C@H](NC(=O)[C@H]1[C@H](CO)[C@H]2Cn3c(ccc(/C=C/c4ccccc4)c3=O)[C@@H]1N2)c1ccccc1 | 0.8
C[C@H]1CN([C@@H](C)CO)C(=O)CCCn2cc(nn2)CO[C@H]1CN(C)Cc1cccnc1 | -5.5
COc1ccc(NC(=O)Nc2ccc3c(c2)C(=O)N([C@@H](C)CO)C[C@@H](C)[C@H](CN(C)C(=O)Nc2ccc(F)cc2)O3)cc1 | 0.7
C[C@H](CO)N1C[C@H](C)[C@@H](CN(C)C(=O)Nc2ccc(F)cc2)Oc2ccc(NC(=O)C3CC3)cc2C1=O | 0.3
O=C(C[C@H]1CC[C@H](NC(=O)c2ccc3c(c2)OCO3)[C@@H](CO)O1)NC1Cc2ccccc2C1 | 0.4
C[C@@H]1CN([C@H](C)CO)C(=O)c2cc(NC(=O)C3CCCCC3)ccc2O[C@@H](C)CCCCO[C@H]1CN(C)Cc1ccc2c(c1)OCO2 | 0.6
CC(C)CC#Cc1cnc2c(c1)C(=O)N([C@@H](C)CO)C[C@@H](C)[C@H](CN(C)C(=O)CC1CC1)O2 | 3.1
C[C@@H]1CN([C@@H](C)CO)C(=O)c2cc(-c3ccccc3F)cnc2O[C@H]1CN(C)C(=O)c1cnccn1 | 7.0

Remaining list, next part
SMILES | Mtb BioA inh
COc1ccc(NC(=O)Nc2cccc3c2O[C@@H](CN(C)Cc2ccc(C(=O)O)cc2)[C@H](C)CN([C@@H](C)CO)C3=O)cc1 | -1.5
NCC[C@H]1CC[C@H](NS(=O)(=O)Cc2ccccc2)[C@@H](CO)O1 | -4.2
Cc1ccc(S(=O)(=O)N(C)C[C@H]2Oc3ccc(NC(=O)CCN4CCOCC4)cc3CC(=O)N([C@@H](C)CO)C[C@H]2C)cc1 | -2.5
CCC(=O)Nc1ccc2c(c1)C(=O)N(C)C[C@H](OC)[C@H](C)CN(Cc1ccccc1OC)[C@@H](C)CO2 | -1.7
CS(=O)(=O)N1[C@@H](C#N)[C@@H](c2ccc(C#CC3CCCCC3)cc2)[C@@H]1CO | 0.1
CC(C)(O)C#Cc1ccc([C@H]2[C@H]3CN(C(=O)c4ccncc4)CCCCN3[C@H]2CO)cc1 | -1.9
CCC(=O)N1CCCCN2[C@H](CO)[C@H](c3ccc(-c4ccc(F)cc4)cc3)[C@H]2C1 | 0.8
Cc1cccc(S(=O)(=O)N2CCCCN3[C@H](CO)[C@H](c4ccc(-c5ccccc5)cc4)[C@@H]3C2)c1 | -0.2
CN(C)C(=O)c1ccc(-c2ccc([C@@H]3[C@@H](CO)N4CCCCN(S(C)(=O)=O)C[C@@H]34)cc2)cc1 | 2.2
Cc1ccc(S(=O)(=O)N(C)C[C@@H]2Oc3cc(C#Cc4ccncc4)ccc3S(=O)(=O)N([C@H](C)CO)C[C@H]2C)cc1 | -0.5
CO[C@H]1CN(C)C(=O)c2ccc(NS(=O)(=O)c3ccccc3C)cc2OC[C@H](C)NC[C@H]1C | -0.3
C[C@@H]1CCCCO[C@H](CN(C)C(=O)Cc2ccccc2)[C@H](C)CN([C@@H](C)CO)C(=O)c2cc(NC(=O)CCCN(C)C)ccc2O1 | 3.3
N#C[C@H]1[C@@H](c2ccc(C#CC3CC3)cc2)[C@H](CO)N1S(=O)(=O)c1ccccc1 | 0.3
C[C@H](CO)N1C[C@H](C)[C@H](CN(C)C(=O)c2ccccc2F)Oc2ncc(-c3ccc(F)cc3)cc2C1=O | 0.2
COC(=O)C[C@H]1CC[C@H]2NC[C@@H](O)COC[C@@H]2O1 | -2.7
Cc1ccc(S(=O)(=O)Nc2cccc3c2O[C@@H](CN(C)Cc2ccncc2)[C@@H](C)CN([C@@H](C)CO)C3=O)cc1 | -1.5
C[C@H](CO)N1C[C@H](C)[C@H](CN(C)S(=O)(=O)c2cccs2)OCCCC[C@H](C)Oc2ccc(NC(=O)C3CCCCC3)cc2C1=O | -2.1
C[C@H]1CN([C@@H](C)CO)C(=O)c2cc(NS(=O)(=O)c3ccc(F)cc3)ccc2O[C@@H]1CN(C)C(=O)Nc1cccc2ccccc12 | 0.8
COc1ccc(NC(=O)Nc2ccc3c(c2)[C@@H]2C[C@@H](CC(=O)N4CCCCC4)O[C@H](CO)[C@@H]2O3)cc1 | -1.7
C[C@H]1CN([C@@H](C)CO)C(=O)c2ccccc2-c2ccccc2CO[C@@H]1CN(C)C(=O)Nc1cccc(C(F)(F)F)c1 | 0.4
C/C=C/c1ccc2c(c1)O[C@@H](CN(C)C(=O)c1cccnc1)[C@@H](C)CN([C@H](C)CO)S2(=O)=O | 10.3
Cc1noc(C)c1S(=O)(=O)Nc1ccc2c(c1)C(=O)N([C@@H](C)CO)C[C@H](C)[C@H](CN(C)C(=O)c1ccncc1)OCCCC[C@@H](C)O2 | 0.8
CO[C@@H]1CN(C)C(=O)c2cc(NS(C)(=O)=O)ccc2OC[C@H](C)N(C(=O)CN(C)C)C[C@H]1C | -1.1
C[C@@H]1CN([C@@H](C)CO)C(=O)c2c(c3ccccc3n2C)-c2ccccc2CO[C@@H]1CN(C)C(=O)c1ccccc1 | 2.6
C[C@H]1CN([C@@H](C)CO)C(=O)Cc2cc(NS(=O)(=O)c3cn(C)cn3)ccc2O[C@H]1CN(C)S(=O)(=O)c1ccccc1 | -0.8
CN(C)CC(=O)Nc1ccc2c(c1)[C@H]1C[C@@H](CC(=O)N3CCOCC3)O[C@@H](CO)[C@H]1O2 | -2.7
O=C(C[C@@H]1CC[C@H]2[C@@H](COC[C@@H](O)CN2C(=O)c2cccnc2)O1)NCc1ccc(-c2ccccc2)cc1 | -0.1
C/C=C/c1ccc([C@@H]2[C@H](CO)N3CCCCN(C(=O)Cc4cccnc4)C[C@@H]23)cc1 | -0.3
